Screening data deposited in PubChem BioAssay by National Center for Advancing Translational Sciences (NCATS).
BLM inh: qHTS Assay for Inhibitors of Bloom's syndrome helicase (BLM); Potency, µM (series often up to 56.1 µM), for inactives: at the top dose activity change, negative = inhibition, usual class: inhibitors; actives 0.2% (n = 350,000); recombinant BLM DNA unwinding, fluorescence dequenching; RecQ-like DNA helicase BLM (Homo sapiens), P54132; AID 2528, 2010;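 note: potency is the fitted concentration of half-maximal effect; plate controls were vehicle for no effect and no enzyme for full effect; nearly all actives have a fitted effect of over 35% in size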
ALOX12 inh: Primary qHTS assay for inhibitors of human arachidonate 12S-lipoxygenase (ALOX12): Round 2. Polyunsaturated fatty acid lipoxygenase ALOX12 (Homo sapiens), P18054. purified 12hLO, xylenol orange hydroperoxide absorbance. Potency, µM (highest dose often 108 µM), for inactives: at the highest dose activity change, negative = inhibition, hits mostly inhibitors. actives 1.1% (n = 580,000). AID 1671190, 2021; note: potency is the fitted concentration of half-maximal effect; % is set by controls: 0 for no effect and ±100 for the full control effect
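Hydroperoxide product was detected by ferrous iron/xylenol orange as the 573 to 405 nm absorbance ratio. Arachidonic acid at 40 uM (final) was turned over for 30 min at room temperature by 150 nM human 12hLO, pH 7.0 Hepes buffer, after 15 min compound preincubation.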
POLK inh: qHTS for Inhibitors of Polymerase Kappa; DNA polymerase kappa (Homo sapiens), Q9UBT6; purified Pol kappa, fluorescent DNA synthesis assay, 10 min; Potency, µM (top dose mostly 107 µM), without a hit: at the top dose activity, negative = inhibition, most hits filed as inhibitors; actives 0.53% (n = 400,000); note: potency is the fitted concentration of half-maximal effect; % is set by controls: 0 for no effect and ±100 for the full control effect
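Readout: fluorescence, taken kinetically at 0 and 10 min. Conditions: 10 nM Pol kappa, 15 min RT compound preincubation, 50 nM substrate final. Controls: enzyme-free buffer wells.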
APE1 inh: qHTS Assay for Inhibitors of the Human Apurinic/apyrimidinic Endonuclease 1 (APE1); DNA repair nuclease/redox regulator APEX1 (Homo sapiens), P27695; recombinant APE1, TAMRA/BHQ-2 abasic DNA cleavage fluorescence; Potency, µM (doses to about 65.8 µM), without a hit: top-dose activity change, negative = inhibition, most hits filed as inhibitors; actives 0.35% (n = 350,000);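 note: potency is the fitted concentration of half-maximal effect; plate controls were vehicle for no effect and reference inhibitor for full effect; nearly all actives have a fitted effect of over 55% in size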
Target sequence (P27695 whole entry, looked up): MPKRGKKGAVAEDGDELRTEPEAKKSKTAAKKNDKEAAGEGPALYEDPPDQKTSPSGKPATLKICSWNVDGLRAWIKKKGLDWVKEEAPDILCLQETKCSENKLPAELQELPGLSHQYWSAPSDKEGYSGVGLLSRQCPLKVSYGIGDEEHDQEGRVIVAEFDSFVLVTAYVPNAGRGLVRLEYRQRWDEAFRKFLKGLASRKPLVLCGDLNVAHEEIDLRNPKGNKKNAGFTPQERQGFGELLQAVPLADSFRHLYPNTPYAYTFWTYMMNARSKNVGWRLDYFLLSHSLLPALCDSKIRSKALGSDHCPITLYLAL
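Readout is kinetic fluorescence (ex 525, em 598 nm) from cleavage of 50 nM TAMRA/BHQ-2 THF abasic duplex by 0.75 nM APE1, compound added 15 min beforehand at RT.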
POLI inh: qHTS for Inhibitors of Polymerase Iota | Potency, µM (highest dose often 115 µM), without a hit: at the top dose activity, negative = inhibition, actives largely listed as inhibitors | actives 1% (n = 390,000) | DNA polymerase iota (Homo sapiens), Q9UNA4 | AID 588590, 2011 | Pol iota fluorescent replication assay, 10 min; note: potency is the fitted concentration of half-maximal effect
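Fluorescent replication assay read twice, at 0 min and 10 min after adding 50 nM (final) substrate. Enzyme (10 nM) and compounds were first incubated 15 min at room temperature; enzyme-free buffer wells were negative controls.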
POLB inh: qHTS Assay for Inhibitors of DNA Polymerase Beta. Potency, µM (titrated, usually from 114 µM), inactives show at the top dose activity change, negative = inhibition, usual class: inhibitors. AID 485314, 2010. Pol beta primer extension/strand displacement, fluorescence kinetic. actives 1.3% (n = 340,000); note: potency is the fitted concentration of half-maximal effect; % is set by controls: 0 for no effect and ±100 for the full control effect
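Enzyme-only controls used 10 nM Pol beta; buffer lacking enzyme served as negative control. Compound preincubated 15 min, then 50 nM substrate added; 0 and 10 min reads at room temperature.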
TRHR ag: qHTS for Small Molecule Agonists and Allosteric Enhancers of Human TRH Receptor: Primary Screen for Agonists; activation, % at 2 µM; AID 493084, 2011; actives 0.18% (n = 360,000); TRHR cells, calcium flux fluo-8, FDSS agonist mode; Thyrotropin-releasing hormone receptor (Homo sapiens), P34981; in the data active = activation above about 30%; note: 0% is about no effect
Target sequence (P34981 whole entry, looked up): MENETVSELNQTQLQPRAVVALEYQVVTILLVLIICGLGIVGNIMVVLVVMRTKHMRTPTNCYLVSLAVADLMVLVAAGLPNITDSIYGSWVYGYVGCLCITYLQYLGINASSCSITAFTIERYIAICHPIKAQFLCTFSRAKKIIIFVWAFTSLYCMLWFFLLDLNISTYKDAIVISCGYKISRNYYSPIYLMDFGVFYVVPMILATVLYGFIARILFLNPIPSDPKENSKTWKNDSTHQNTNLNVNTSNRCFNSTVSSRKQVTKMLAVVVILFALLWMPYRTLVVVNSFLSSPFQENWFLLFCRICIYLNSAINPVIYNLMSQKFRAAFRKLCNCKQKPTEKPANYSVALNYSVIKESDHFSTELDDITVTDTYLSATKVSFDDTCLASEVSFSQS
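Read-out: compound-evoked intracellular calcium rise in TRHR cells, fluo-8 dye, kinetic FDSS fluorescence at 1 s/cycle following a 10-cycle baseline. Cells cultured overnight before dye loading (30 min–1.5 h, RT).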
Anesthetic bind: qHTS Assay for Identification of Novel General Anesthetics | Ferritin light chain (Equus caballus), P02791 | apoferritin/1-aminoanthracene competitive binding, fluorescence | Potency, µM (titrated, usually from 77.5 µM), without a hit: at the top dose activity change, negative = displacement, hits mostly inhibitors | actives 0.074% (n = 350,000) | AID 485281, 2010; note: potency is the fitted concentration of half-maximal effect; % is set by controls: 0 for no effect and ±100 for the full control effect; nearly all actives have a fitted effect of over 20% in size
Target sequence (P02791 2-175 limits assumed): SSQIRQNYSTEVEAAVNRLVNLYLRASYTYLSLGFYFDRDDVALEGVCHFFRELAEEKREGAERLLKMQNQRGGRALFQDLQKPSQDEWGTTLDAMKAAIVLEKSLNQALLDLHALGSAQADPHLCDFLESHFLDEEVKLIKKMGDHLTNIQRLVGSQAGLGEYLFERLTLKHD
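Steps: apoferritin (10 uM) was premixed with half-saturated 1-AMA in PBS, compounds were pin-transferred, plates stood 10 min at room temperature, fluorescence was read at 380/535 nm, and curves were fitted with a Hill equation.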
ERG Ets-DNA blk: qHTS for Small Molecule Inhibitors of the ERG Ets/DNA interaction. Transcriptional regulator ERG (Homo sapiens), P11308. fluorescence polarization, His-ERG Ets domain / labelled DNA. Potency, µM (titrated, usually from 76.9 µM), for the others: at the top dose FP activity, negative = inhibition, most hits filed as inhibitors. actives 0.028% (n = 370,000). AID 624246, 2012; active = well fitted inhibition curve with a large enough effect in the polarisation, with a control signal flat; inconclusive = small, poorly fitted or top-dose-only effect, or effect the other way, or a change in a side signal; inactive = no such curve, though single readings can be large or run the other way; the % refers to the polarisation;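 note: polarization taken with two DNA probes labelled with fluorescein and Texas red; potency is the fitted concentration of half-maximal effect; % of control where 0% means no effect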
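His-tagged ERG Ets domain (1 uM in the protein solution; 300mM KCl, 50mM Tris-HCl, 1mM EDTA, 1mM DTT, pH 7.5) received compound, then a probe mix of 5 nM fluorescein-DNA and 100nM Texas-615-DNA. Fluorescence polarization was read for both dyes.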
An asterisk follows results filed as active; i = inactive; ? = inconclusive; . = not tested or not shown; [ ] = dose if it differs, or a comment. Unless noted, calls come from the whole dose curve; as a rule, active = well fitted curve in the direction sought with a large enough effect; inconclusive = small, poorly fitted or top-dose-only effect, or another doubt; inactive = no such curve, though single readings can be large; an effect the other way counts as inactive or inconclusive.

Value order: TRHR ag	POLK inh	ERG Ets-DNA blk	POLI inh	BLM inh	Anesthetic bind	APE1 inh	POLB inh	ALOX12 inh
O=C(CSc1ccc(-c2ccccc2)nn1)N1CCOCC1
→ 0.0	-8%	-16%	9%	-1%	1%	-3%	16%	9%
CCn1c(SCC(=O)N2c3ccccc3Sc3ccccc32)nc2c1c(=O)n(C)c(=O)n2C
→ -1.1	-3%	-4%	15%	-1%	15%	8%	10%	-12%
COc1ccc(CNC(=S)Nc2cccc(Cl)c2)cc1
→ .	2%	11%	-20%	.	.	.	.	0%
CCOC(=O)C1CCN(C(=O)CS(=O)Cc2nc(-c3ccc(C)cc3)oc2C)CC1 (stereo not drawn)
→ -0.9	-13%	17%	-5%	3%	-8%	-3%	7%	-1%
CCC(=O)N1CCc2cc(S(=O)(=O)NC(Cc3ccccc3)C(=O)Nc3ccc(Cl)cc3)ccc21 (stereo not drawn)
→ -0.5	-7%	-3%	4%	-1%	4%	.	-17%	10%
Cc1cccc(Nc2ncnc3nc[nH]c23)c1C
→ -0.4	-6%	2%	-8%	-14%	-4%	-3%	11%	11%
CCOc1ccc(CNC(=O)C2CCCN(S(=O)(=O)c3ccc4c(ccn4C)c3)C2)cc1 (stereo not drawn)
→ 0.3	-12%[60.1 µM]	1%	14%	0%	14%	.	-13%	?
CCCN1C(=O)/C(=C/c2c(NCCCOCC)nc3c(C)cccn3c2=O)SC1=S
→ -0.5	-9%	-17%	7%	-4%	-13%	4%	28%	-7%
O=C(N1CCOCC1)N(CCN1CCOCC1)Cc1cccc(Cl)c1
→ 0.0	-3%	1%	13%	4%	-5%	4%	-9%	0%
O=C(Cc1cccs1)Nc1cccc(-c2nc3cc4ccccc4cc3[nH]2)c1
→ 0.9	-14%	?	-3%	-11%	65%[activator]	-1%	?	?
Cc1ccc(C(=O)N/C(=C/c2ccc(-c3cccc([N+](=O)[O-])c3)o2)C(=O)NC(C)C)cc1
→ -0.3	-12%	0%	18%	-5%	?	1%	4%	10%
O=C(NCCO)c1cccc(S(=O)(=O)N2CCCCC2)c1
→ 0.9	-2%	.	-10%	0%	-7%	-1%	0%	-12%
CC(C)(C)c1nc2ccccc2c(=O)n1N1C(=O)c2ccccc2C1=O
→ 0.4	0%	-9%	-12%	-7%	3%	1%	-16%	0%
Cc1c(Br)c([N+](=O)[O-])nn1CC(=O)NCc1cccnc1
→ 0.5	-4%	.	-14%	1%	-5%	3%	4%	1%[57.4 µM]
CCNC(=S)NNC(=O)c1ccoc1C
→ -0.2	-15%	-5%	26%	-1%	-5%	-3%	1%	-9%
CC(Sc1nnc2c(n1)[nH]c1ccccc12)C(=O)N(C)C1CCCCC1 (stereo not drawn)
→ -2.5	-6%	6%	33%[activator]	-2%	?	19%	2%	-22%
CC(CNC(=O)CCCn1ncn2c(cc3occc32)c1=O)c1ccccc1 (stereo not drawn)
→ -0.5	-15%	10%	22%	2%	-8%	-8%	21%	1%
COCCN1CCN(C(=O)C2CCC(=O)N(CCc3ccc(Cl)cc3)C2)CC1 (stereo not drawn)
→ 0.0	-6%	-4%	27%	-4%	-2%	11%	4%	0%
Cc1ccc(-c2cc(C(=O)OCC(=O)c3ccccc3)c3cccc(Cl)c3n2)cc1
→ 1.3	5%	-1%	9%	-6%	-1%	.	3%	-62%
Cc1cc(CNC(=O)Cn2cc([N+](=O)[O-])cn2)c2ccccc2n1
→ 0.8	6%	12%	120%[activator]	-2%	7%	-1%	12%	-8%
Cc1cc(C)c(C)c(S(=O)(=O)N2CCC(C(=O)NCC(c3ccccc3)N(C)C)CC2)c1C (stereo not drawn)
→ 0.7	-4%	0%	9%	1%	-13%	-8%	-1%	3%
O=C(NCc1ccco1)c1ccc(S(=O)(=O)N2CCCCC2)cc1
→ 0.2	-7%	1%	-12%	-1%	-3%	6%	3%	-2%
CC1(C(=O)NC2CCCCC2)CCC(=O)N1Cc1cccs1 (stereo not drawn)
→ 0.0	1%	-6%	31%[activator]	1%	-5%	-2%	-3%	?
CC1(C)Oc2ccc(C(=O)N3CCOCC3)cc2N(CC(=O)N2CCOCC2)C1=O
→ 0.2	-16%	16%	27%	-2%	-7%	-2%	-1%	13%
O=C(c1ccc(Cl)cc1)c1c[nH]c(C(=O)NNc2ccccc2)c1
→ 0.2	-16%	-3%	-2%	-1%	-17%	-4%	26%	?
COc1ccc(C2C(C#N)=C(N)N(c3ccccc3)C3=C2C(=O)CCC3)cc1Cn1cc([N+](=O)[O-])cn1 (stereo not drawn)
→ -0.3	-6%	7%	10%	-9%	?	-3%	7%	?
Cc1nn(CC(=O)N2CCC(C)CC2)c(=O)c2cccn12
→ 0.4	12%	1%	-13%	0%	-6%	96%[activator]	28%	-9%
COc1ccc(C2N(c3ccccc3)CCN2c2ccccc2)cc1O
→ 2.6	-13%	-11%	52%[activator]	-11%	?	3%	20%	-15%
O=c1oc2ccccc2nc1/C=C(\O)c1ccc(Br)cc1
→ -1.2	-22%	14%	i	-4%	-6%	5%	3%	.
O=C1N(c2ccccc2)C[C@@H]2C[C@@H](c3cc4ccccc4o3)N3CCC[C@@]123
→ -0.3	-16%	10%	109%[activator]	-10%	-18%	2%	0%	?
COc1ccc(Nc2nc(N3CCOCC3)nc(N3CCOCC3)n2)c(OC)c1
→ -0.7	-8%	-8%	-1%	-7%	-4%	54%[activator]	25%	4%
CCCCCCSc1ccc(-c2nc3cc(C)ccn3c2NC2CCCCC2)cc1
→ .	12%	4%	26%	.	.	24%	.	?
C=CCN1C(=O)CSc2ccc(C(=O)NCc3ccco3)cc21
→ 0.1	-5%	-17%	?	-5%	-20%	13%	9%	-29%
O=[N+]([O-])c1cc(S(=O)(=O)N2CCCC2)ccc1OCc1ccccc1
→ -0.1	-2%	0%	26%	-15%	6%	52%	?	15%
CCCc1cc(=O)n2c(C(=O)Nc3ccc(OCC)cc3)c(C(=O)Nc3ccc(C)cc3)sc2n1
→ 0.3	17%	-1%	19%	-3%	-10%	.	0%	-29%
Cc1ccc2cc(CN(C(=O)c3cccc(Cl)c3)c3ccccc3)c(=O)[nH]c2c1
→ -0.4	0%	-2%	36%[activator]	-1%	-16%	.	8%	-10%
CCOCCCNC(=O)C(NC(=O)c1ccc(=O)[nH]c1)c1ccc(C)cc1 (stereo not drawn)
→ 0.4	3%	-7%	-12%	-2%	1%	3%	0%	22%[57.4 µM]
CCOCCCNC(=O)c1ccccc1NC(=O)C1=C(C)OCCS1
→ -1.2	-14%	-4%	39%[activator]	-1%	2%	9%	?	0%
CCN1CCN(CC(O)COC(C)C)CC1 (stereo not drawn)
→ 0.2	-6%	1%	-11%	4%	-5%	4%	14%	-16%
O=C(N/N=C\c1ccc(Cl)cc1)C1=NOC2COC3(CCN(c4ccc([N+](=O)[O-])cc4)CC3)OCC12 (stereo not drawn)
→ 2.3	-12%	11%	14%	-4%	-5%	6%	0%	-22%
COC(=O)c1ccc(NC(=O)N2CCc3c([nH]c4ccccc34)C2c2ccc(C)cc2)cc1 (stereo not drawn)
→ -1.7	-2%	1%	-14%	-8%	54%[activator]	.	10%	-17%
N#CC(C(=O)NC1CC1)c1nc2ccccc2nc1N1CCCC1 (stereo not drawn)
→ 0.7	-18%	5%	31%	-4%	253%[activator]	9%	20%	0%
O=C(NNS(=O)(=O)c1ccc(F)cc1)C1CCN(S(=O)(=O)c2ccccc2)CC1
→ 0.1	1%	0%	26%	-1%	0%	5%	37%	-4%
O=C1CCN(S(=O)(=O)c2ccccc2)CCN1CCOCc1ccccc1
→ -0.1	17%	4%	19%	8%	0%	10%	2%	10%
COc1ccc(CNc2nc3c(c(=O)n(Cc4ccc(Cl)cc4)c(=O)n3C)n2C)cc1
→ -0.3	-16%	-5%	5%	-9%	16%	-2%	?	?
Cc1cccc(CN2CCN(CC(C)C)C(CCO)C2)n1 (stereo not drawn)
→ 0.4	1%	36%[activator]	?	-2%	-4%	0%	-1%	1%
CC1=C(CC(=O)c2ccccc2)C(=O)c2ccccc2C1=O
→ .	-10%	0%	-7%	-6%	?	-9%	3%	-23%
CCCC[n+]1ccn(C2=C([O-])c3ccccc3C(=O)/C2=N\S(=O)(=O)c2ccc(Br)cc2)c1
→ -0.4	-15%	.	9%	-6%	-13%	14%	3%	-24%

Three of the entries above in order of their number in TRHR ag, lowest first:
Value order: TRHR ag	POLK inh	ERG Ets-DNA blk	POLI inh	BLM inh	Anesthetic bind	APE1 inh	POLB inh	ALOX12 inh
COc1ccc(CNc2nc3c(c(=O)n(Cc4ccc(Cl)cc4)c(=O)n3C)n2C)cc1
→ -0.3	-16%	-5%	5%	-9%	16%	-2%	?	?
O=C(NNS(=O)(=O)c1ccc(F)cc1)C1CCN(S(=O)(=O)c2ccccc2)CC1
→ 0.1	1%	0%	26%	-1%	0%	5%	37%	-4%
Cc1cccc(CN2CCN(CC(C)C)C(CCO)C2)n1 (stereo not drawn)
→ 0.4	1%	36%[activator]	?	-2%	-4%	0%	-1%	1%

Not all compounds are listed (hit frequency here may not be typical).
